TcdB inh – inhibitors of Clostridioides difficile toxin B glycohydrolase. TcdB glycohydrolase enzymatic assay, plate reader. 350,000 compounds, 0.24% hits. inhibition, % at 9.99 µM; in the data active = inhibition above about 10%
Target sequence (P18177 whole entry, looked up): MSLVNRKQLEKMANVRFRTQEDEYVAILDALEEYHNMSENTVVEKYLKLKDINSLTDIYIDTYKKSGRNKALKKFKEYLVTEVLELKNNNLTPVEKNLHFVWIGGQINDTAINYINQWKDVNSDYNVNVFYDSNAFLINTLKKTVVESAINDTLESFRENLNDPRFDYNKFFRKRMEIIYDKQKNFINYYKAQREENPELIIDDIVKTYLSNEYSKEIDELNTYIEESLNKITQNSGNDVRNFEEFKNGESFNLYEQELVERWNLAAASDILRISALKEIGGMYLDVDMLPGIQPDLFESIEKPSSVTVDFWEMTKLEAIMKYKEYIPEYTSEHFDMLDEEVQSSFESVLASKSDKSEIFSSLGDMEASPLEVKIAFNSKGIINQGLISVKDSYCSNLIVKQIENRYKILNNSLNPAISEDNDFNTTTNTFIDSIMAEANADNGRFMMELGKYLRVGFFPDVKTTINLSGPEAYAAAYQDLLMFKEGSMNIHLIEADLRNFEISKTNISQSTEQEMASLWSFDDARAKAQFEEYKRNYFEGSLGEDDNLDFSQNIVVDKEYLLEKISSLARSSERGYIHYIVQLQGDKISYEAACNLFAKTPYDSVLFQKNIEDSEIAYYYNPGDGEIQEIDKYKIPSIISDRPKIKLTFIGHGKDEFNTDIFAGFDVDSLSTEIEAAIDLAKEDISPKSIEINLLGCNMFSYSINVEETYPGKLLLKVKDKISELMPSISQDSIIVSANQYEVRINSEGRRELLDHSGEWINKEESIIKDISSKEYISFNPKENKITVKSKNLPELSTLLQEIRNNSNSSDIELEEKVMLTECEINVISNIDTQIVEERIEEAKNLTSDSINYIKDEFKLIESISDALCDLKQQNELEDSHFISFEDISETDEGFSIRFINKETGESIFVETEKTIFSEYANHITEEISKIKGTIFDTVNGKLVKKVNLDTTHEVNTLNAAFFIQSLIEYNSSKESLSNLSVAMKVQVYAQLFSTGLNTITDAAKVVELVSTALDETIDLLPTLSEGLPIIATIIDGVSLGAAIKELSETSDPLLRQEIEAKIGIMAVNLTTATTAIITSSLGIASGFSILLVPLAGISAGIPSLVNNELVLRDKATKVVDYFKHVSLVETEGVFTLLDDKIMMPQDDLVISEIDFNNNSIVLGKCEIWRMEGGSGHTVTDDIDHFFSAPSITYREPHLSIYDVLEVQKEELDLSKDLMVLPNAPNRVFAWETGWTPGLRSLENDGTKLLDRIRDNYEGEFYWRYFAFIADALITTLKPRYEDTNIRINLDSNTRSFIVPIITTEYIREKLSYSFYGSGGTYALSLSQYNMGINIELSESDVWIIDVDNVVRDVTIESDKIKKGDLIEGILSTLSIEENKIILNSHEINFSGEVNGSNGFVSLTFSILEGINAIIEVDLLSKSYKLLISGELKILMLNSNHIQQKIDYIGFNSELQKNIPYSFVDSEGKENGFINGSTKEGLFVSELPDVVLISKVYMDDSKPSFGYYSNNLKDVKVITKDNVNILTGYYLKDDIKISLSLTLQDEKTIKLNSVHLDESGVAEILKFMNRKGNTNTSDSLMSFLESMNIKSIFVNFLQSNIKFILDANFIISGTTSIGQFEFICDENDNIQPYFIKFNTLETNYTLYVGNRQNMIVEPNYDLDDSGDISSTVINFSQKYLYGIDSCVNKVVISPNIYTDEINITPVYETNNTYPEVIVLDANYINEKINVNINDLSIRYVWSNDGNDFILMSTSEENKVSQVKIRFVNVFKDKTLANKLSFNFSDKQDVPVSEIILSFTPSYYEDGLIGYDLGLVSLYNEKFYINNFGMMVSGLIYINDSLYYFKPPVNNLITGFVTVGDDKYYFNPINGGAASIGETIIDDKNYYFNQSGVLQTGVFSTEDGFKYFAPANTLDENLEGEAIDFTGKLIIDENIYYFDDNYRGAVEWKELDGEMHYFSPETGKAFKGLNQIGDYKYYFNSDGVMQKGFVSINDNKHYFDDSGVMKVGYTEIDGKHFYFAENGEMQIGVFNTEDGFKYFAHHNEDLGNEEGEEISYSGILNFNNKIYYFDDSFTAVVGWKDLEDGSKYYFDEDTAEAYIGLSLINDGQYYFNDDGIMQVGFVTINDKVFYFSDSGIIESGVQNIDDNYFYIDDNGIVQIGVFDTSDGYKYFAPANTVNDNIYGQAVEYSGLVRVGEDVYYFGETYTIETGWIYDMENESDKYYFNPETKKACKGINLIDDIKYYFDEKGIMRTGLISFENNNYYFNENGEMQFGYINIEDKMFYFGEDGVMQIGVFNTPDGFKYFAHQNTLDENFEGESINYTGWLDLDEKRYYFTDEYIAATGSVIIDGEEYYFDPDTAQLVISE
* hit, by the source's call. This is a subset, so the mix of outcomes need not match the whole.

Start of the data: the first two entries, ahead of the listing:
SMILES | TcdB inh
CCNC(=O)C[C@@H]1CC[C@H]2[C@@H](COC[C@@H](O)CN2Cc2ccc(Cl)c(Cl)c2)O1 | 1.8
COc1ccc(-c2ccc([C@H]3[C@H]4CN(C(=O)Cc5ccncc5)CCCCN4[C@H]3CO)cc2)cc1 | 0.0

All compounds of this part, repeating the preview:
SMILES | TcdB inh
CCNC(=O)C[C@@H]1CC[C@H]2[C@@H](COC[C@@H](O)CN2Cc2ccc(Cl)c(Cl)c2)O1 | 1.8
COc1ccc(-c2ccc([C@H]3[C@H]4CN(C(=O)Cc5ccncc5)CCCCN4[C@H]3CO)cc2)cc1 | 0.0
C[C@@H]1CN([C@H](C)CO)C(=O)Cc2cc(NC(=O)CCC(F)(F)F)ccc2O[C@H]1CN(C)Cc1ccc(C(F)(F)F)cc1 | 0.1
C[C@H]1CN([C@@H](C)CO)C(=O)c2cc(NC(=O)CCN3CCOCC3)ccc2O[C@@H]1CN(C)Cc1ccncc1 | -0.5
Cc1noc(C)c1S(=O)(=O)N(C)C[C@H]1OCc2cn(nn2)CCCC(=O)N([C@H](C)CO)C[C@H]1C | 1.0
C[C@@H]1CN([C@H](C)CO)C(=O)c2cc(NC(=O)CCC(F)(F)F)ccc2O[C@@H](C)CCCCO[C@H]1CN(C)S(=O)(=O)c1cccs1 | 0.8
CC(=O)N(C)C[C@@H]1Oc2ncc(C#CCc3ccccc3)cc2C(=O)N([C@H](C)CO)C[C@H]1C | -3.6
COC(=O)[C@H](Cc1ccccc1)N1CC(C)(OC)O[C@@H](Cc2ccccc2)[C@H]1/C=C/C1CC1 (stereo partly specified) | 0.7
COCC(=O)N1[C@H](CO)[C@@H](c2ccc(C#Cc3ccccc3F)cc2)[C@@H]1C#N | -1.9
C[C@@H]1CN([C@@H](C)CO)C(=O)c2cccc(NS(=O)(=O)c3ccc(Cl)cc3)c2O[C@@H]1CN(C)C(=O)Nc1cccc2ccccc12 | -0.5
O=C(C[C@@H]1CC[C@@H]2[C@H](COC[C@@H](O)CN2Cc2ccc(Oc3ccccc3)cc2)O1)N1CCCCC1 | -2.1
O=C1CN(S(=O)(=O)c2cccc(F)c2)C[C@H]2[C@@H](c3ccc(C4=CCCC4)cc3)[C@H](CO)N12 | 0.0
Cc1ccc(S(=O)(=O)Nc2ccc3c(c2)C(=O)N([C@@H](C)CO)C[C@@H](C)[C@@H](CN(C)S(=O)(=O)c2c(C)noc2C)OCCCC[C@@H](C)O3)cc1 | 0.5
O=C1[C@@H]2[C@@H](CC(COc3ccccc3)=C3[C@@H](c4ccccc4)OB(O)C[C@@H]32)C(=O)N1Cc1ccccc1 | -0.4
C[C@@H](NC(=O)C[C@H]1C=C[C@H](NC(=O)CN2CCOCC2)[C@H](CO)O1)c1ccccc1 | 0.7
CN(C)C(=O)c1ccc(-c2ccc([C@H]3[C@@H](CO)N4CCCCN(CC5CC5)C[C@H]34)cc2)cc1 | -0.5
N#C[C@@H]1[C@H](c2ccccc2/C=C/c2ccccc2)[C@H](CO)N1S(=O)(=O)c1ccc(F)cc1 | -4.2
C[C@H]1CN([C@@H](C)CO)S(=O)(=O)c2ccc(C3=CCCCC3)cc2O[C@@H]1CN(C)C(=O)Cc1ccccc1 | 0.0
O=C(C[C@H]1CC[C@H]2NC[C@H](O)COC[C@@H]2O1)NCCN1CCCC1 | 0.8
O=C(C[C@@H]1C[C@H]2c3cc(NC(=O)Nc4ccccc4F)ccc3O[C@H]2[C@@H](CO)O1)NCC1CC1 | -0.5
C[C@H]1CN([C@@H](C)CO)C(=O)c2cc(-c3cncnc3)cnc2O[C@@H]1CN(C)Cc1ccc(F)cc1 | -0.7
O=C(C[C@@H]1CC[C@@H]2[C@H](COC[C@H](O)CN2Cc2nccs2)O1)NCc1ccc(-c2ccccc2)cc1 | -0.6
O=S(=O)(c1ccccc1)N1CC[C@@H]2[C@@H](CO)Nc3ccc(Br)cc3[C@@H]21 | -1.7
O=C(CCN1CCCCC1)N[C@H]1CC[C@H](CCNS(=O)(=O)c2ccccc2)O[C@H]1CO | -0.6
COc1ccc(CN2[C@H](CO)[C@@H]3c4ccccc4N(C(=O)NC(C)C)C[C@@H]32)cc1 | 0.8
C[C@@H]1CN([C@H](C)CO)C(=O)c2cccc(NS(=O)(=O)c3ccc(Cl)cc3)c2O[C@@H]1CN(C)S(=O)(=O)c1ccc(Cl)cc1 | 1.7
C[C@@H]1CN([C@H](C)CO)C(=O)c2cc(NS(C)(=O)=O)ccc2O[C@@H]1CN(C)Cc1ccccc1 | -1.7
Cc1cccc(S(=O)(=O)N2CC[C@@H]3[C@H](CO)Nc4ccc(C#Cc5ccc(F)cc5)cc4[C@@H]32)c1 | -1.1
C[C@@H]1CN([C@H](C)CO)C(=O)c2cc(-c3ccncc3)cnc2O[C@H]1CN(C)C(=O)CN1CCOCC1 | -1.0
C[C@H]1CN([C@@H](C)CO)C(=O)c2cc(C3=CCCCC3)cnc2O[C@@H]1CN(C)C(=O)c1ccc2c(c1)OCO2 | 1.3
COc1ccc(NC(=O)N(C)C[C@@H]2Oc3ccc(NC(=O)NC4CCCCC4)cc3C(=O)N([C@@H](C)CO)C[C@H]2C)cc1 | 1.0
COc1ccccc1NC(=O)N(C)C[C@@H]1Oc2ncc(C#CCN(C)C)cc2C(=O)N([C@H](C)CO)C[C@H]1C | -0.6
O=C(Nc1ccc2c(c1)[C@@H]1C[C@@H](CC(=O)N3CCCCC3)O[C@H](CO)[C@@H]1O2)NC1CCCC1 | 0.4
O=C(C[C@@H]1C=C[C@H](NC(=O)Nc2ccc(C(F)(F)F)cc2)[C@@H](CO)O1)NCc1cc(F)cc(F)c1 | -1.7
C[C@@H]1CN([C@@H](C)CO)S(=O)(=O)c2ccc(C3=CCCCC3)cc2O[C@@H]1CN(C)C(=O)CC1CC1 | 1.0
COc1ccc(NC(=O)N(C)C[C@H]2Oc3ncc(C#CC(C)C)cc3C(=O)N([C@@H](C)CO)C[C@H]2C)cc1 | 0.8

Pulled by structure from the entries so far, six records:
SMILES | TcdB inh
COc1ccc(NC(=O)N(C)C[C@@H]2Oc3ccc(NC(=O)NC4CCCCC4)cc3C(=O)N([C@@H](C)CO)C[C@H]2C)cc1 | 1.0
O=C(C[C@@H]1C=C[C@H](NC(=O)Nc2ccc(C(F)(F)F)cc2)[C@@H](CO)O1)NCc1cc(F)cc(F)c1 | -1.7
C[C@H]1CN([C@@H](C)CO)C(=O)c2cc(C3=CCCCC3)cnc2O[C@@H]1CN(C)C(=O)c1ccc2c(c1)OCO2 | 1.3
C[C@@H]1CN([C@H](C)CO)C(=O)c2cccc(NS(=O)(=O)c3ccc(Cl)cc3)c2O[C@@H]1CN(C)S(=O)(=O)c1ccc(Cl)cc1 | 1.7
COc1ccc(NC(=O)N(C)C[C@H]2Oc3ncc(C#CC(C)C)cc3C(=O)N([C@@H](C)CO)C[C@H]2C)cc1 | 0.8
O=C(Nc1ccc2c(c1)[C@@H]1C[C@@H](CC(=O)N3CCCCC3)O[C@H](CO)[C@@H]1O2)NC1CCCC1 | 0.4

New compounds follow.
SMILES | TcdB inh
COCCNC(=O)C[C@@H]1C[C@@H]2c3cc(NC(=O)C4CCOCC4)ccc3O[C@@H]2[C@H](CO)O1 | -0.4
COc1ccccc1NC(=O)N1CCCCN2[C@@H](CO)[C@@H](c3ccc(-c4ccc(C)cc4)cc3)[C@@H]2C1 | 0.8
CC(C)NC(=O)N(C)C[C@@H]1Oc2ccc(NC(=O)NC3CCCCC3)cc2CC(=O)N([C@@H](C)CO)C[C@@H]1C | 0.4
COc1ccc(NC(=O)Nc2ccc3c(c2)CC(=O)N([C@H](C)CO)C[C@@H](C)[C@@H](CN(C)S(=O)(=O)c2ccc(F)cc2)O3)cc1 | -1.1
COc1ccc(CN2[C@@H]3CN(C(=O)NC(C)C)c4ccccc4[C@@H]3[C@@H]2CO)cc1 | -0.1
C[C@H](CO)N1C[C@H](C)[C@H](CN(C)C(=O)Nc2ccc(F)cc2)Oc2ccc(NC(=O)c3ccncc3)cc2C1=O | 0.0
COc1cccc(C#Cc2ccc([C@H]3[C@@H](CO)N4C(=O)CN(C(=O)c5ccccc5)C[C@H]34)cc2)c1 | 0.2
C[C@H]1CN([C@@H](C)CO)C(=O)c2cc(/C=C/c3ccccc3)cnc2O[C@H]1CN(C)Cc1cccnc1 | -0.3
C[C@@H]1CCCCO[C@@H](CN(C)Cc2ccc(C(=O)O)cc2)[C@H](C)CN([C@H](C)CO)C(=O)c2cc(NC(=O)c3ccccc3)ccc2O1 | 0.3
Cc1noc(C)c1NC(=O)Nc1cccc2c1O[C@H](CN(C)Cc1ccccc1)[C@@H](C)CN([C@H](C)CO)C2=O | 0.2
C[C@H](CO)N1C[C@H](C)[C@@H](CN(C)Cc2ccccc2)Oc2ncc(C#CC3(O)CCCC3)cc2C1=O | -0.9
O=C(C[C@H]1CC[C@@H](NC(=O)Cc2cccnc2)[C@@H](CO)O1)Nc1ccccc1 | -0.9
O=C(C[C@H]1CC[C@H]2[C@@H](COC[C@@H](O)CN2S(=O)(=O)c2ccc(Oc3ccccc3)cc2)O1)NC1CCC1 | -2.3
CO[C@H]1CN(C)C(=O)c2ccc(NC(=O)CC(F)(F)F)cc2OC[C@H](C)NC[C@H]1C | -0.6
C[C@@H]1CCCCO[C@@H](CN(C)Cc2ccncc2)[C@H](C)CN([C@H](C)CO)C(=O)c2cc(NC(=O)Cc3ccccc3)ccc2O1 | -0.7
COc1ccc(C#Cc2ccc3c(c2)[C@H]2[C@H](CCN2S(=O)(=O)c2cccc(OC)c2)[C@H](CO)N3C)cc1 | -0.9
O=C(CN1CCOCC1)NCC[C@H]1CC[C@@H](NC(=O)Nc2ccc(Cl)cc2)[C@H](CO)O1 | 0.9
C[C@H]1CN([C@@H](C)CO)C(=O)c2cc(NC(=O)Cc3cn(C)c4ccccc34)ccc2O[C@H]1CN(C)S(=O)(=O)c1ccc(F)cc1 | -0.2
CC=Cc1ccc2n(c1=O)C[C@@H]1[C@@H](CO)[C@H](C(=O)NCC)[C@H]2N1Cc1ccccc1 (mixture of isomers) | 0.3
CO[C@@H]1CN(C)C(=O)c2ccc(NS(=O)(=O)c3ccccc3F)cc2OC[C@H](C)NC[C@@H]1C | 0.4
C[C@@H]1CCCCO[C@H](CN(C)S(=O)(=O)c2cccs2)[C@@H](C)CN([C@H](C)CO)C(=O)c2cc(NS(=O)(=O)c3cn(C)cn3)ccc2O1 | 0.1
Cc1ccc(S(=O)(=O)N(C)C[C@@H]2Oc3c(NC(=O)c4ccncc4)cccc3C(=O)N([C@@H](C)CO)C[C@H]2C)cc1 | 1.1
CC(C)NC(=O)N1[C@@H]2CNC[C@H]1C2c1ccc(-c2ccc(C#N)cc2)cc1 (stereo partly specified) | -0.1
Cc1ccc(S(=O)(=O)NCC[C@@H]2CC[C@@H](NC(=O)c3cccnc3)[C@@H](CO)O2)cc1 | -0.8
CCCC#Cc1cnc2c(c1)C(=O)N([C@H](C)CO)C[C@H](C)[C@H](CN(C)C(=O)Nc1cccc(F)c1)O2 | -0.6
CCCN(C)C[C@@H]1OCCCC[C@@H](C)Oc2ccc(NS(=O)(=O)c3ccccc3)cc2C(=O)N([C@@H](C)CO)C[C@@H]1C | -2.1
O=C(NC1CCCC1)[C@H]1[C@H](CO)[C@H]2Cn3c(ccc(-c4ccccc4)c3=O)[C@H]2N1CCc1ccccc1 | 0.6
COc1ccccc1CNC(=O)C[C@H]1C[C@H]2c3cc(NS(C)(=O)=O)ccc3O[C@H]2[C@@H](CO)O1 | 0.6
CCC(=O)N(C)C[C@H]1Oc2cc(-c3cccnc3)ccc2S(=O)(=O)N([C@H](C)CO)C[C@@H]1C | 0.5
CCCNC(=O)C[C@@H]1CC[C@@H]2[C@H](COC[C@@H](O)CN2C(=O)Nc2c(C)noc2C)O1 | -1.3
Cc1ccc(S(=O)(=O)Nc2ccc3c(c2)CC(=O)N([C@@H](C)CO)C[C@@H](C)[C@H](CN(C)C(=O)Nc2ccccc2)O3)cc1 | 0.2
COc1cccc(-c2ccc([C@H]3[C@@H](CO)N4C(=O)CN(C(=O)c5ccncc5)C[C@H]34)cc2)c1 | 0.0
C[C@@H]1CN([C@@H](C)CO)C(=O)c2cc(C#Cc3ccccn3)cnc2O[C@H]1CN(C)Cc1ccncc1 | 0.2
COc1ccc2c3c(n(C)c2c1)[C@@H](CO)N(S(C)(=O)=O)CC31CCN(Cc2cncnc2)CC1 | 1.2
C[C@@H]1CN([C@@H](C)CO)C(=O)c2cc(NC(=O)NC3CCCCC3)ccc2O[C@H]1CN(C)C | -0.2
CO[C@@H]1CN(C)C(=O)c2cc(NS(C)(=O)=O)ccc2OC[C@H](C)N(C(=O)C2CCOCC2)C[C@H]1C | 0.8
C[C@@H]1CN([C@H](C)CO)C(=O)c2cc(NC(=O)CCC(F)(F)F)ccc2O[C@@H]1CN(C)Cc1ccc2c(c1)OCO2 | 0.3
CC(C)NC(=O)N(C)C[C@@H]1Oc2ncc(-c3ccc(F)cc3)cc2C(=O)N([C@H](C)CO)C[C@@H]1C | -0.7
C[C@@H]1CN([C@@H](C)CO)C(=O)c2cc(C#CCC3CCCC3)cnc2O[C@@H]1CN(C)Cc1ccccn1 | -2.0
CC(C)C#Cc1cnc2c(c1)C(=O)N([C@H](C)CO)C[C@H](C)[C@@H](CN(C)C(=O)c1cccnc1)O2 | -1.1
O=C(C[C@@H]1C=C[C@H](NC(=O)C2CCC2)[C@H](CO)O1)NC1CCC1 | 1.0
CN1CCN(C(=O)C[C@@H]2CC[C@H]3[C@@H](COC[C@@H](O)CN3S(=O)(=O)c3cccc(Cl)c3)O2)CC1 | -1.1
COc1ccc(S(=O)(=O)N(C)C[C@H]2OCCCC[C@H](C)Oc3ccc(NC(=O)CCCN(C)C)cc3C(=O)N([C@H](C)CO)C[C@@H]2C)cc1 | 1.9
CCC(=O)Nc1ccc2c(c1)C(=O)N(C)C[C@H](OC)[C@H](C)CN(CC1CC1)[C@H](C)CO2 | -1.3
Cc1cccc(CN(C)C[C@@H]2OCc3cn(nn3)CCCC(=O)N([C@H](C)CO)C[C@@H]2C)c1 | 0.7
